Screening data (PubChem BioAssay)
Tb PYK inh = blocks Trypanosoma brucei pyruvate kinase. TbPYK enzyme, Kinase-Glo Plus ATP luminescence, 45 min. Potency, µM (highest dose often 76.8 µM), without a hit: at the highest dose activity, negative = inhibition, most hits filed as inhibitors. 410,000 compounds, 0.12% hits; also: potency is read from the fitted curve at half-maximal effect; % is scaled to controls: 0 for no effect and ±100 for the full control effect; nearly all actives have a fitted effect of over 50% in size
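Activity of T. brucei pyruvate kinase was followed by Kinase-Glo Plus luminescence after the enzyme reacted 45 min at room temperature with 130 uM ADP (final) and substrate. Test compounds were added before ADP at multiple concentrations.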
HCV inhibitor = HCV inhibition; Huh7.5.1 HCVcc-Cre infection, luciferase reporter, 44 h; Potency, µM (series often up to 41.8 µM), for the others: top-dose activity change, negative = inhibition, most hits filed as inhibitors; 340,000 compounds, 3.4% hits; also: potency is read from the fitted curve at half-maximal effect; % is scaled to controls: 0 for no effect and ±100 for the full control effect
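Luciferase read-out (15 sec integration) after a 15 min room-temperature substrate step quantifies HCVcc-Cre infection. Cells, 1,000 per well, had compound added 4 h post-plating, then virus at ~0.5 moi, and were cultured 44 h.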
LmPK inhibitor = blocks Leishmania mexicana pyruvate kinase activity | Q27686 | purified LmPK, Kinase-Glo ATP luminescence, 1 h | Potency, µM (titrated, usually from 57.5 µM), inactives show at the highest dose activity change, negative = inhibition, hits mostly inhibitors | 290,000 compounds, 0.37% hits | AID 1721; also: potency is read from the fitted curve at half-maximal effect; % is scaled to controls: 0 for no effect and ±100 for the full control effect
Target sequence (Q27686 whole entry, looked up): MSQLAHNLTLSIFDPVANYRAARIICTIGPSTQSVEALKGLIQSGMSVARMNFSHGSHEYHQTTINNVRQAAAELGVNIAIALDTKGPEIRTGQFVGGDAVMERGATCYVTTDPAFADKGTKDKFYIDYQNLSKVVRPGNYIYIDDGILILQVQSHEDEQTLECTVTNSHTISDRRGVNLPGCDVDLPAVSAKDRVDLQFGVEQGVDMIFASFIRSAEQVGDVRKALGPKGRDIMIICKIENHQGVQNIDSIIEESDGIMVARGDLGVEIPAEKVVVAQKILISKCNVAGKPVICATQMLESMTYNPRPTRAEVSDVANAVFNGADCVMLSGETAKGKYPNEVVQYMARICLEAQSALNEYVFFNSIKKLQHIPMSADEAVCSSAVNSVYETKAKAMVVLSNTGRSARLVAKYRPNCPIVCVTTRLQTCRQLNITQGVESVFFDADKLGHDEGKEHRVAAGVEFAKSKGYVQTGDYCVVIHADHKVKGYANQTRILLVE
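Pyruvate kinase activity monitored as ATP production (luciferase luminescence). Conditions: 0.1 nM enzyme, 0.5 mM PEP, 0.1 mM ADP, 1 h, RT; normalized against uninhibited and no-enzyme wells.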
Cycloheximide cs = affects cycloheximide protein synthesis inhibition readout, counter-screen; 300,000 compounds, 12% hits; max response, %; cell reporter, cycloheximide protein synthesis inhibition counterscreen; in the data active = max response mostly above about 13%, no sharp cut-off; inactive = mostly below about 14%; also: read at 38.3 µM for the half of the compounds with a filed dose; 0% is about no effect
Shiga toxin inh = inhibitors of Shiga toxin in Vero cells | Vero cells, Shiga toxin protein synthesis inhibition reporter | inhibition, % at 38.7 µM | 290,000 compounds, 9.2% hits; in the data active = inhibition mostly above about 28%, no sharp cut-off; inactive = mostly below about 43%; also: 0% is about no effect
Pf growth 48h = P. falciparum growth inhibition at 48 hours (one generation); P. falciparum luciferase growth in erythrocytes, 48 h; Potency, µM (titrated, usually from 28.7 µM), for the others: at the top dose activity change, negative = inhibition, most hits filed as inhibitors; 310,000 compounds, 5.9% hits; also: potency is read from the fitted curve at half-maximal effect; % is scaled to controls: 0 for no effect and ±100 for the full control effect
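In quantitative HTS format, infected erythrocytes bearing luciferase-reporter parasites were treated for a single generation at 37 C. Luminescence after adding detection reagent served as the growth measure.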
Pf growth 96h = P. falciparum growth inhibition at 96 hours; P. falciparum luciferase reporter growth, 96 h; Potency, µM (top dose mostly 28.7 µM), inactives show top-dose activity change, negative = inhibition, most hits filed as inhibitors; 320,000 compounds, 6.9% hits; also: potency is read from the fitted curve at half-maximal effect; % is scaled to controls: 0 for no effect and ±100 for the full control effect
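Parasite growth measured via integrated firefly luciferase reporter in P. falciparum. Infected erythrocytes at 2% hematocrit, 0.05% parasitemia final were treated 96 hours at 37 C under 5% CO2, and luminescence was read.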
The depositor's hits bear a star; i = inactive; ? = inconclusive; nt = not tested or not shown; & = joins results of further samples; [ ] = dose if it differs, or a comment. Unless noted, calls follow the shape of the dose curve; as a rule, active = well fitted curve in the direction sought with a large enough effect; inconclusive = small, poorly fitted or top-dose-only effect, or another doubt; inactive = no such curve, though single readings can be large; an effect the other way counts as inactive or inconclusive. Outcome played no part in choosing rows. Share with any hit: about 24%.

SMILES	Tb PYK inh	HCV inhibitor	LmPK inhibitor	Cycloheximide cs	Shiga toxin inh	Pf growth 48h	Pf growth 96h
COc1cccc(-n2c(CN3CCN(c4ccccn4)CC3)nc3ccc([N+](=O)[O-])cc3c2=O)c1	-3%	8%	7%	-5	-15	?	2%
Cc1ccc(C)c(N2CCN(C(=O)c3ccc(CS(=O)Cc4cccc(Cl)c4)o3)CC2)c1 (stereo unspecified)	-1%	-11%	1%	-3	3	2%	-9%
CCOC(=O)c1cccc(NC(=O)CN2C(=O)C3CC=CCC3C2=O)c1 (stereo unspecified)	-7%	-10%	-6%	0	-2	1%	-21%
CCN(CC)c1ccc(-c2nnc(SCC(=O)Nc3ccccc3C#N)n2-c2ccccc2)cc1	?	?	-7%	-4	-10	?	?
Cc1ccc(C)c2c1cc(C)c1nnc(SCc3ccccn3)n12	nt	19%	2%	-5	-3	?	-22%
Cc1cc(NC(=O)NC(=O)c2ccc(F)cc2F)n[nH]1	3%	16%	-8%	19*	43*	176%[activator]	?
Cn1cnc(S(=O)(=O)Nc2ccccc2C(=O)NCC2CC2)c1	2%	14%	4%	-1	-6	4.7µM*	39%[activator]
Cc1ccc(S(=O)(=O)Nc2cc(NC(=O)CN3CCOCC3)ccc2Cl)cc1	0%	1%	6%	12	32	?	38%[activator]
Cc1ccccc1CNC(=O)CN1C(=O)c2ccccc2S1(=O)=O	3%	18%	1%	-3	-1	21%	40%[activator]
COc1ccc([N+](=O)[O-])cc1N(CC(O)CN(C)C)S(=O)(=O)c1ccccc1 (stereo unspecified)	12%	4%	2%	-2	-15	-2%	-8%
CCC(=O)Nc1nnc(/C=C/c2ccccc2)s1	3%	-2%	-5%	44*	49*	70%[activator]	57%[activator]
CC(Cc1cccs1)NC(=O)Nc1ccc(Cl)c(Cl)c1 (stereo unspecified)	3%	?	2%	45*	59*	nt	?
O=C(NNC(=O)c1cccc(S(=O)(=O)Nc2ccc(Cl)cc2)c1)c1ccc(=O)[nH]c1	-16%	19%	nt	nt	nt	?	17%
CCOCCCNC(=O)C(NC(=O)Cc1cccs1)c1ccc(OC)cc1 (stereo unspecified)	-2%	7%	11%	1	23	9%	-17%
CN(C)c1nc2c(N)ncnc2n1[C@H]1O[C@@H](CO)[C@H](O)[C@@H]1O	4%	16%	7%	-3	-4	1%	33%[activator]
CCCCn1c(N)c(N(CCC(C)C)C(=O)c2ccc(C)c(S(=O)(=O)N3CCOCC3)c2)c(=O)[nH]c1=O	-4%	17%	nt	nt	nt	-2%	12%
COc1ccc(CC(=O)Nc2sccc2C#N)cc1S(=O)(=O)N1CCOCC1	-18%	-19%	nt	nt	nt	-21%	-10%
CCS(=O)(=O)N1CCC(C(=O)NCc2ccc(OC)cc2)CC1	0%	26%	2%	-2	17	14%	5.9µM*
Cc1cccc(NC(=O)CNCC(=O)Nc2cccc(C)c2C)c1C	-4%	4%	4%	-1	-7	7%	28%
CCn1cc(C(=O)NCCCOC(C)C)c(=O)c2cc(S(=O)(=O)N3CCCC3)ccc21	0%	12%	1%	12	-2	?	-19%
O=C(Nc1cccc(C(F)(F)F)c1)OCCN1CCN(Cc2ccccc2)CCC1=O	3%	-16%	1%	-2&-4	-8&-16	?	?
O=C1c2ccc3c4c(ccc(c24)C(=O)N1c1ccc(O)cc1)C(=O)N(c1ccc(O)cc1)C3=O	-6%	?	-1%	-2	-9	-15%	4.7µM*
O=C(CN1CCN(C(=O)c2ccco2)CC1)Nc1cccc([N+](=O)[O-])c1	-10%	14%	-12%	-4	-21	15%	129%[activator]
C=CCNC(=O)C(=O)N/N=C/c1ccco1	-4%	-4%	-2%	-6	-4	6%	?
CC(=O)c1c(C)oc2ccc(N(C(=O)c3ccncc3)S(=O)(=O)c3ccccc3)cc12	3%	?	7%	2	-2	23%	-20%
Cc1nn(C(C)C(=O)NC2CCC(C)CC2)c(=O)c2nn(-c3ccccc3)c(C)c12 (stereo unspecified)	4%	?	-6%	-2	31*	-2%	16%
COC(=O)c1ccc(-c2ccco2)n1Cc1nc(-c2ccc(OC)c(OC)c2)oc1C	-15%	?	5%	6	13	13µM*	nt
CCOc1ccc(NC(=O)C2C3CC/C=C\CCC32)cc1 (stereo unspecified)	-2%	7%	4%	17*	35	77%[activator]	?
COc1ccccc1N1CCN(C(=O)COc2ccc(C)cc2Br)CC1	-1%	?	2%	6	43	-14%	?
Cc1cc(C)cc(Oc2ccccc2/C=N\O)c1	-18%	14%	3%	-1	-3	-18%	8%
COc1ccc(-c2csc3ncnc(N4CCN(S(=O)(=O)c5cccc(Br)c5)CC4)c23)cc1	7%	?	nt	nt	nt	?	?
CN(C)c1ccnc(Oc2ccc(Cl)cc2)c1C#N	-1%	-22%	1%	69*	127*	41%[activator]	?
Cc1onc(-c2c(F)cccc2Cl)c1C(=O)NCc1ccc2c(c1)OCO2	2%	16%	-5%	-3	-8	0%	23%
O=C(Nc1nc2cc3c(cc2s1)OCCO3)c1cccc(S(=O)(=O)N2CCOCC2)c1	nt	nt	-5%	-5	54	13%	?
CCC1(c2ccccc2)NC(=O)N(Cc2ccc(C(=O)OC)cc2)C1=O (stereo unspecified)	-5%	23%	3%	-4	-9	-13%	?
CN(C)S(=O)(=O)c1ccc(C(=O)OC2CCOC2=O)cc1 (stereo unspecified)	3%	6%	0%	-5	-15	23%	28%
Cc1ccc(S(=O)(=O)CCC(=O)OCC(=O)NCCc2ccc(S(N)(=O)=O)cc2)cc1	1%	20%	nt	nt	nt	-10%	?
COC(=O)C1CC(c2ccc(Cl)cc2)=NO1 (stereo unspecified)	2%	10%	1%	-4	-16	2%	-1%
CCCCCC(=O)NC(Cc1ccc(OC)c([N+](=O)[O-])c1)C(=O)O (stereo unspecified)	-17%	11%	2%	4	37	24%	-45%[1.15 µM]
CCCCN(C)C(=O)c1ccc2c(c1)N(CC)C(=O)c1ccccc1S2=O (stereo unspecified)	-3%	-1%	-3%	-2	-6	0%	21%

Part of the list above, as labelled records.
> Cc1cc(C)cc(Oc2ccccc2/C=N\O)c1
  Tb PYK inh = -18%; HCV inhibitor = 14%; LmPK inhibitor = 3%; Cycloheximide cs = -1; Shiga toxin inh = -3; Pf growth 48h = -18%; Pf growth 96h = 8%
> COc1ccc(-c2csc3ncnc(N4CCN(S(=O)(=O)c5cccc(Br)c5)CC4)c23)cc1
  Tb PYK inh = 7%; HCV inhibitor = ?; LmPK inhibitor = nt; Cycloheximide cs = nt; Shiga toxin inh = nt; Pf growth 48h = ?; Pf growth 96h = ?
> CN(C)c1ccnc(Oc2ccc(Cl)cc2)c1C#N
  Tb PYK inh = -1%; HCV inhibitor = -22%; LmPK inhibitor = 1%; Cycloheximide cs = 69*; Shiga toxin inh = 127*; Pf growth 48h = 41%[activator]; Pf growth 96h = ?

New compounds follow
SMILES	Tb PYK inh	HCV inhibitor	LmPK inhibitor	Cycloheximide cs	Shiga toxin inh	Pf growth 48h	Pf growth 96h
Cn1nnnc1SCc1nc2ccccc2[nH]1	2%	17%	-2%	34*	62	29%	128%[activator]
CC(=O)Nc1ccc(S(=O)(=O)N(C)c2ccc(OCC(=O)OCC(=O)Nc3ccc(OC(F)F)cc3)cc2)cc1	3%	9%	7%	-2	-3	-5%	-18%
C/C(=N\NC(=O)CNC(=O)C(c1ccccc1)c1ccccc1)c1ccccc1	5%	9%	-4%	-5	-3	16%	7%
O=C(NC1CCS(=O)(=O)C1)/C(=C\c1ccc(F)cc1)NC(=O)c1ccccc1 (stereo unspecified)	0%	16%	-2%	-2	6	14%	?
CCOC(=O)c1ccc(NC(=O)c2cnccn2)cc1	3%	-22%	-7%	20*	26	107%[activator]	?
COc1ccc(/C=C(/NC(=O)/C=C/c2ccccc2)C(=O)NCCCCCC(=O)O)cc1	-2%	7%	-3%	0	-12	-14%	-9%
O=C1C=C(c2cc(C(F)(F)F)cc(C(F)(F)F)c2)C[C@@H](c2ccc3c(c2)OCO3)C1	2%	?	nt	nt	nt	8.3µM*	?
O=C(NCCCN1CCN(c2ccccc2F)CC1)Nc1ccccc1[N+](=O)[O-]	26%	-15%	0%	-6	-3	-22%	-18%
O=c1[nH]c(=O)n(Cc2ccc(F)cc2)c(O)c1/C=N/Nc1ccccc1	-4%	0%	0%	2	-4	1%	-5%
COc1ccc(N(C(C)C(=O)N2CCCC2)S(C)(=O)=O)cc1 (stereo unspecified)	5%	7%	4%	1	nt	-4%	3%
Cc1cccnc1CNC(=O)C1CCC(=O)N(CCc2cccc(F)c2)C1 (stereo unspecified)	-1%	0%	0%	15	-25	7%	-1%
CCN(CC)C(=O)CSC1=N/C(=C/c2ccco2)C(=O)N1c1ccc(OC)c(Cl)c1	-6%	?	5%	-2	-5	?	?
COc1ccccc1C1CC(=O)Oc2cc(C)c(Cl)c(C)c21 (stereo unspecified)	-1%	-5%	nt	-5	i	nt	nt
COc1ccc(N2CCN(C(=O)Cn3cncn3)CC2)cc1	-6%	9%	-3%	-2	-4	?	36%[activator]
COc1ccc(Oc2ccccc2C=O)cc1	1%	-12%	-3%	-2	4	31%[activator]	36%[activator]
N/C(=N/OCC(=O)Nc1cccc2ccccc12)c1nonc1N	1%	-18%	0%	-2	-8	-5%	?
CCCCn1c(N)c(N(CCOC)C(=O)COC(=O)/C=C/c2ccc(Br)cc2)c(=O)[nH]c1=O	-9%	-1%	-6%	-1	15	2%	4%
COC(=O)N/N=C/c1ccc(-c2ccc(Cl)cc2Cl)o1	2%	0%	1%	11*	26	-3%	11%
N[C@@H](Cc1ccccc1)C(=O)N1CCC(C(=O)NCC(=O)NCC(=O)O)CC1	-5%	25%	-2%	-3	-3	2%	8%
COc1cc(-c2nnc(COC(=O)c3cc(C)nc4ccc(C)cc34)o2)cc(OC)c1OC	9%	-1%	1%	12	-11	nt	15µM*
Cc1c(C(=O)N/N=C/c2ccc(Cl)cc2)[nH]c2ccc(Cl)cc12	-3%	?	-2%	-2	-18	1%	?
O=C(COc1ccc(S(=O)(=O)N2CCOCC2)cc1)NCC1CCCO1 (stereo unspecified)	1%	nt	0%	-2	-5	?	8%
CCc1ccc(NC(=O)NCC2CCN(Cc3cccc(Cl)c3)CC2)cc1	0%	?	1%	-2	-6	-4%[0.00184 µM]	12%
COc1ccc(C2C(C#N)=C3NC(=O)c4c(sc5c4CCCCC5)N3C3=C2C(=O)CC(C)(C)C3)cc1 (stereo unspecified)	-11%	?	3%	-4	34	?	?
COCCCNc1nc2c(c(=O)[nH]c(=O)n2C)n1CC(O)COc1cccc(C)c1 (stereo unspecified)	-5%	-16%	-2%	-7	18	-2%	-10%
COc1ccccc1Oc1ccc2c(c1)C(=O)N(c1cccc3ncccc13)C2=O	-13%	?	1%	41*	66*	13%	185%[activator]
COc1ccccc1Oc1ncnc2c1oc1ccccc12	-6%	-27%	-5%	21*	23	1%	51%[activator]
O=c1c2cc(Br)ccc2nc(-c2cccc(Cl)c2)n1O	1%	?	0%	-6	1	nt	24%
CCOC(=O)C1CCN(C(=O)CCc2nnc3ccc(N4CCN(C)CC4)nn23)CC1	0%	26%	0%	-4	-8	5%	?

An excerpt from above, showing only LmPK inhibitor:
compound | LmPK inhibitor
COc1ccccc1Oc1ncnc2c1oc1ccccc12 | -5%
COc1ccccc1Oc1ccc2c(c1)C(=O)N(c1cccc3ncccc13)C2=O | 1%
Cc1c(C(=O)N/N=C/c2ccc(Cl)cc2)[nH]c2ccc(Cl)cc12 | -2%
